# Bioassay records: PubChem BioAssay, National Center for Advancing Translational Sciences (NCATS)
# TSG101-PTAP inh = blocks PTAP/TSG101 interaction to inhibit HIV-1 budding; Potency, µM (doses to about 115 µM), inactives show at the highest dose activity change, negative = inhibition, most hits filed as inhibitors; 340,000 tested, under 10 active; AID 493005; Fluorescence polarization, FITC-PTAP peptide / Tsg101 binding; Q99816; active = well fitted inhibition curve with a large enough effect in the main read-out, with a control signal flat, not every such curve was filed as active; inconclusive = small, poorly fitted or top-dose-only effect, or effect the other way, or a change in a side signal; inactive = no such curve, though single readings can be large or run the other way; also: potency is read from the fitted curve at half-maximal effect; % of control where 0% means no effect
#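 FP read-out: FITC-PTAP peptide, 50 nM final, binding Tsg101 binding domain, 10 uM final; 20 min, r.t.; 10 mM HEPES pH 7.5, 0.15 M NaCl, 0.01% Tween 20, 3 mM EDTA, 0.1 mM TCEP.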
# B2AR arrestin = recruits beta-arrestin to the human beta2-adrenergic receptor; P07550; beta-arrestin recruitment to beta2AR, cell-based reporter; Potency, µM (top dose mostly 46.1 µM), for inactives: at the highest dose activation, actives largely listed as activators; 330,000 compounds, 0.02% hits; AID 492947;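 also: potency is read from the fitted curve at half-maximal effect; 0% = DMSO controls and full agonism = EC100 isoproterenol or metaproterenol; nearly all actives have a fitted effect of over 65% in size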
# Mito fusion yeast = inhibitors of mitochondrial division or activators of mitochondrial fusion; S. cerevisiae fusion-defective mutant growth rescue, CellTiterGlo 48 h; Potency, µM (top dose mostly 46.1 µM), without a hit: top-dose growth rescue (activation), usual class: activators; 320,000 compounds, 0.23% hits;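 also: potency is read from the fitted curve at half-maximal effect; % of control where 0% means no effect; nearly all actives have a fitted effect of over 45% in size; temperature-sensitive fusion mutants such as fzo1-1 at 37 °C on non-fermentable ethanol glycerol medium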
#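 Growth-rescue viability read-out: after 48 h at the non-permissive 37C in glycerol/ethanol YPEG, yeast mitochondrial fusion mutants are measured by CellTiterGlo luminescence; compounds (23 nl pinned per well) restoring growth score as division inhibitors or fusion activators.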
# ELG1 DNA repair = ELG1-dependent DNA repair inhibition; HEK293T ELG1-luciferase reporter, luminescence, 16 h; DNA damage induced by 5-fluorouridine; Potency, µM (highest dose often 46.1 µM), for inactives: top-dose activity change, negative = inhibition, most hits filed as inhibitors; 330,000 compounds, 2.3% hits; AID 504467; also: potency is read from the fitted curve at half-maximal effect; % is scaled to controls: 0 for no effect and ±100 for the full control effect; nearly all actives have a fitted effect of over 55% in size
#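 DMSO vehicle served as the neutral condition. Each well held 2,000 cells given 5-fluorouridine plus compound; after 16 hr at 37 °C/5% CO2, ONE-Glo was added and luciferase measured 30 min later.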
# USP2a block = inhibitors of human ubiquitin-specific protease USP2a | O75604 | USP2 core, Ub-CHOP2 coupled fluorogenic reporter, 485/531 | Potency, µM (highest dose often 38.3 µM), without a hit: top-dose activity change, negative = inhibition, most hits filed as inhibitors | 330,000 compounds, 0.01% hits;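 also: potency is read from the fitted curve at half-maximal effect; plate controls were DMSO wells for no effect and full inhibition by NEM control for full effect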
# Target sequence (O75604 whole entry, looked up): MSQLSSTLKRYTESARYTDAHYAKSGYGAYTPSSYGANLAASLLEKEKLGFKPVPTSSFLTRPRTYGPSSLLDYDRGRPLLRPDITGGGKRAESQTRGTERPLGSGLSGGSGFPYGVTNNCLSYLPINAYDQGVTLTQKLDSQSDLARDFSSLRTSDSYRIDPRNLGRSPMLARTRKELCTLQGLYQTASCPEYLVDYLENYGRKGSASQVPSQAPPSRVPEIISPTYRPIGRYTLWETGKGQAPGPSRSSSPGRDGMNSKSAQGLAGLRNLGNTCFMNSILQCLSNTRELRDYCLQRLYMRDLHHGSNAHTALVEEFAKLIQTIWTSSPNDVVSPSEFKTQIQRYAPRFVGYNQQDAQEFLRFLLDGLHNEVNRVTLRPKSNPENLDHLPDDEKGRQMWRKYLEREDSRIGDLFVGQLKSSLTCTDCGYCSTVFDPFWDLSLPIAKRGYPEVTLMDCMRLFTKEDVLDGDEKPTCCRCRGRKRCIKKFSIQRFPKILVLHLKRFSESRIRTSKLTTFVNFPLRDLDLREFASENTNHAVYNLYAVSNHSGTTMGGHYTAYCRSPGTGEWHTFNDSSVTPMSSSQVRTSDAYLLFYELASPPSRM
#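 USP2 core (10nM final) preincubated 30min RT with compound in 20mM Tris-HCl pH 8.0, 2mM CaCl2, 2mM beta-mercaptoethanol, 0.05% CHAPS; 25nM Ub-CHOP2 plus 25nM reporter substrate added, fluorescence (Ex485/Em531) read after 60min.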
# Eya2 inh = Eya2 (human) phosphatase inhibition | 330,000 compounds, 0.006% hits | O00167 | Potency, µM (titrated, usually from 76.9 µM), without a hit: at the highest dose activity, negative = inhibition, most hits filed as inhibitors | AID 488837 | recombinant Eya2, OMFP fluorescence dephosphorylation (OMFP is methylfluorescein phosphate); also: potency is read from the fitted curve at half-maximal effect; % is scaled to controls: 0 for no effect and ±100 for the full control effect
# Target sequence (O00167 whole entry, looked up): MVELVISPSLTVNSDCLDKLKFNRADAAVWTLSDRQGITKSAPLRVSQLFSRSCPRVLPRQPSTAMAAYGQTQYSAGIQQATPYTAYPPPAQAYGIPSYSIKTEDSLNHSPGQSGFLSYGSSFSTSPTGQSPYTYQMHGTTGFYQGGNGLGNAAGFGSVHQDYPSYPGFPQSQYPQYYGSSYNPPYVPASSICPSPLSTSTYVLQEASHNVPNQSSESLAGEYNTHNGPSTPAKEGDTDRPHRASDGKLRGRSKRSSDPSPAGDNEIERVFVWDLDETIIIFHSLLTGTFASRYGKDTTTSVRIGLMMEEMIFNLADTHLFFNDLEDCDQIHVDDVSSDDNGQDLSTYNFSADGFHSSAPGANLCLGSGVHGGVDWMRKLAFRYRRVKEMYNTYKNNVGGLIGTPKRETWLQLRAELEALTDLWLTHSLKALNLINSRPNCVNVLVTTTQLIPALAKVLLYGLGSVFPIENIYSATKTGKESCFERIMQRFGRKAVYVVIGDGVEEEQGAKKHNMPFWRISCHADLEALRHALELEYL
#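 Eya2 protein (added as 0.2 uM solution) was preincubated with compound for 10 min at ambient temperature in 50 mM HEPES pH 7.5, 50 mM NaCl, 5 uM MgCl2, 0.05% BSA, 1 mM DTT. OMFP (added at 50 uM) then reacted 10 min; fluorescence read at 485/525 nm.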
# uPA generation = blocks generation of uPA at the cell surface; 330,000 compounds, 0.31% hits; Potency, µM (doses to about 38.3 µM), for the others: at the top dose activity change, negative = inhibition, most hits filed as inhibitors; cell surface uPA generation assay, qHTS; active = well fitted inhibition curve with a large enough effect; inconclusive = small, poorly fitted or top-dose-only effect; inactive = no such curve, though single readings can be large or run the other way; tested in mouse RAW 264.7 cells; also: potency is read from the fitted curve at half-maximal effect; % is scaled to controls: 0 for no effect and ±100 for the full control effect; nearly all actives have a fitted effect of over 55% in size
# Tb PFK block = inhibitors of T. brucei phosphofructokinase. O15648. T. brucei PFK, ADP-Glo luminescence. Potency, µM (series often up to 57.5 µM), for inactives: top-dose activity, negative = inhibition, hits mostly inhibitors. 330,000 compounds, 0.17% hits. AID 485367;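 also: potency is read from the fitted curve at half-maximal effect; 0% = uninhibited 1x PFK enzyme wells and -100% = no-enzyme wells; nearly all actives have a fitted effect of over 60% in size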
#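 ADP-Glo luminescence quantified ADP after 45 min at room temperature, with 1.25 nM T. brucei PFK, 0.1 mM ATP and 0.5 mM fructose-6-phosphate in pH 8.0 TEA buffer. qHTS titrations up to 57 µM; curves classified by quality.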
# Chronic BCR inh = inhibitors of chronic active B-cell receptor signaling | ABC-DLBCL IkBa-CBG/CBR reporter, luminescence ratio, 4 h | Potency, µM (doses to about 46.1 µM), inactives show at the top dose ratio change, negative = lower green/red ratio, usual class: inhibitors | 340,000 compounds, 0.05% hits | AID 493014; active = well fitted inhibition curve with a large enough effect in the signal ratio, with a control signal flat, not every such curve was filed as active; inconclusive = small, poorly fitted or top-dose-only effect, or effect the other way, or a change in a side signal; the % refers to the signal ratio;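 also: potency is read from the fitted curve at half-maximal effect; plate controls were basal doxycycline-induced cells for no effect and cells given 10 µM MG132 for full effect; MG132 reads +100%, hits lower the ratio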
#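 Doxycycline induced both beetle luciferases in TMD8 lymphoma cells; IKK-driven degradation limits the IkappaBalpha-fused green signal, while red luminescence normalises for cell number and nonspecific effects. Compounds tested up to 46 uM, 4 hrs.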
# TCR activator = activators of T cell receptors; AID 504894; Potency, µM (series often up to 9.22 µM), inactives show top-dose activation of IL-2 secretion, actives largely listed as activators; primary human leukocytes, anti-CD3, IL-2 HTRF, 48 h; 330,000 tested, under 10 active; also: % of control where 0% means no effect
#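 TCR engagement came from a-CD3 beads alone, with compounds added to primary human leukocytes for 48 hr. Secreted IL-2 bridged europium cryptate- and d2-labelled anti-IL-2 antibodies, giving FRET emission at 665nm after 320nm excitation.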
# TSHR antagonist = blocks TSH signaling through the human TSH receptor; 330,000 compounds, 0.2% hits; activity change, negative = inhibition, % at 11.5 µM; TSHR-expressing cells, TSH-stimulated cAMP HTRF, 2 h; hits give low values; P16473;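 active = activity change below a set negative limit, meaning inhibition stronger than a set level, cut at about -70% in these data; inconclusive = activity change between two set negative limits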; also: % is scaled to controls: 0 for no effect and ±100 for the full control effect
#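 Freshly harvested TSHR cells receive pin-tooled compound, then EC80 TSH at 4nM final. After 2 hours at 37 deg C, antibody in lysis buffer and cAMP-d2 are added; 30 minutes at ambient temperature precede the HTRF read.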
# An asterisk follows results filed as active; ? = inconclusive; / = no result given; [ ] = remark or other dose. Unless noted, calls follow the shape of the dose curve; as a rule, active = well fitted curve in the direction sought with a large enough effect; inconclusive = small, poorly fitted or top-dose-only effect, or another doubt; inactive = no such curve, though single readings can be large; an effect the other way counts as inactive or inconclusive. The list is partial (hit frequency here may not be typical).
SMILES,TSG101-PTAP inh,B2AR arrestin,Mito fusion yeast,ELG1 DNA repair,USP2a block,Eya2 inh,uPA generation,Tb PFK block,Chronic BCR inh,TCR activator,TSHR antagonist
COc1cc2c(cc1OC)C13CCN4CC5=CCOC6CC(=O)N2C1C6C5CC43 (stereo unspecified) (tested in a mixture with another compound),-2.7%,-0.4%,-2.7%,6.9%,-1.2%,-4.6%,-20.3%,3.8%,-5.3%,-1.0%,3.6
COC(=O)C1=C(c2cccc(C#N)c2)C[C@@H]2CC[C@H]1N2C(=O)NC1CCCCC1,-0.8%,0.3%,1.9%,18.0%,-2.5%,17.9%,19.1%,-6.5%,8.2%,-3.5%,-1.0
Clc1ccccc1CN1CCN(c2ccccc2Cl)CC1,-1.0%,-0.2%,5.2%,?,-0.1%,-22.1%,12.7%,-3.1%,17.6%,2.3%,-8.9
CCOc1ccc2nc(N3CCC(C(=O)N4CCC5(CC4)OCCO5)CC3)sc2c1,-0.1%,0.1%,-5.8%,?,1.2%,3.0%,-6.9%,0.1%,?,-4.5%,1.3
O=C(Cc1ccccc1)OCC(=O)c1ccc(F)cc1,2.0%,-0.4%,/,?,0.7%,-11.7%,3.7%,-5.3%,4.2%,2.5%,-9.2
COP(=O)(/C=C(\Cl)c1ccccc1)/C=C(\Cl)c1ccccc1,-6.5%,0.0%,?,-8.7%,2.9%,3.0%,-9.7%,2.2%,?,-2.9%,-3.5
COc1cc([C@H]2OC[C@H]3[C@@H]2CO[C@@H]3c2cc(OC)c(O[C@@H]3O[C@H](CO)[C@@H](O)[C@H](O)[C@H]3O)c(OC)c2)cc(OC)c1O[C@H]1O[C@@H](CO)[C@H](O)[C@@H](O)[C@@H]1O,1.1%,0.1%,/,12.6%,2.9%,9.1%,2.6%,0.8%,-0.8%,-3.9%,3.4
c1ccc(Nc2cccc3ccccc23)cc1,-1.1%,-0.5%,/,?,3.1%,2.2%,-16.3%,-1.5%,?,-38.8%,0.1
O=C(OC1CC2CCC(N2)C1C(=O)O)c1ccccc1 (stereo unspecified),-2.6%,-0.8%,/,?,2.2%,-5.3%,1.4%,-2.2%,0.3%,7.6%,-3.0
CNC(=O)Oc1ccc(C(=O)N2c3ccccc3NC(=O)C2C)cc1 (stereo unspecified),-3.7%,-0.6%,2.7%,-3.6%,-0.9%,-29.1%,-22.3%,-3.5%,-7.5%,-1.3%,-0.3
CCOC(=O)c1c(N)n(CCCOC(=O)c2ccco2)c2nc3ccccc3nc12,-5.9%,-0.2%,-1.8%,?,-0.4%,1.7%,-11.0%,-6.6%,18.2%,9.9%,-13.9
COc1ccc(-c2cc(=O)oc3c(C)c(OC(C)C(=O)N4C[C@H]5C[C@@H](C4)c4cccc(=O)n4C5)ccc23)cc1 (stereo partly specified),-11.1%,-0.1%,-3.0%,?,-2.5%,-4.0%,11.9%,-0.5%,-10.9%,5.2%,-11.4
CC1(C)Cc2c(c(N3CCOCC3)nc3sc4c(NCc5ccccc5)nnnc4c23)CS1,-3.6%,0.6%,3.7%,13µM*,4.3%,-0.6%,/,1.9%,24.2%,-4.0%,-1.0
Fc1ccc(CNCCc2c[nH]c3ccccc23)cc1,1.6%,-0.1%,-2.6%,?,1.1%,-4.2%,-1.5%,-9.1%,4.0%,-6.4%,-7.3
COc1ccc(N(C)S(=O)(=O)c2ccc3c(c2)oc(=O)n3C)cc1,-7.8%,-0.2%,-2.7%,-14.2%,1.0%,6.0%,-4.8%,-3.0%,?,4.1%,3.8
CC(C)CNC(=O)c1c(N)n(Cc2ccc3c(c2)OCO3)c2nc3ccccc3nc12,-2.0%,0.2%,12.3%,?,-5.1%,13.3%,6.0%,-6.1%,?,-0.4%,12.6
O=S(=O)(Nc1ccc(-c2nc3ccccc3o2)cc1)c1ccccc1,-8.1%,0.2%,?,?,-0.8%,-12.3%[15.4 µM],-1.7%,0.6%,14.6%,-1.9%,0.1
CCN(CC)C(=O)c1ccc(NC(=O)COc2ccc(-c3nn(C)c(=O)c4ccccc34)cc2)cc1,-4.1%,-0.7%,-5.3%,?,-2.9%,-8.3%,0.2%,-3.4%,-7.6%,0.3%,15.0
COC(=O)C1=C(c2ccc(OC)c(OC)c2)C[C@@H]2CC[C@H]1N2C(=O)N1CCC(C)CC1,-3.7%,0.3%,5.0%,-13.5%,-1.2%,-9.8%,0.3%,3.1%,-13.4%,4.8%,4.2
Cn1c(=O)cc(OCCCC(=O)N2CCC3(CC2)OCCO3)c2ccccc21,-6.1%,-1.1%,3.4%,?,-0.4%,-9.2%,-5.7%,0.3%,?,0.8%,6.5
O=c1c2ccccc2nc(-c2ccccc2)n1-c1ccc(O)cc1,-4.8%,-0.6%,-0.2%,?,0.3%,-3.8%,0.5%,-0.1%,14.0%,-4.8%,-12.4
NP(=O)(OCC(F)(F)F)Oc1cccc2ccccc12 (stereo unspecified),0.8%,-0.2%,-5.7%,17.9%,1.1%,4.1%,-24.5%,-1.6%,0.4%,-4.5%[46.1 µM],9.2
CCc1ccc(-n2c(O)c(C=NCCN(CC)CC)c(=O)[nH]c2=O)cc1,-0.5%,0.0%,4.5%,9.1%,0.2%,-7.3%,8.9%,-1.7%,?,-15.2%,-13.9
COc1cccc(NC2=NCCCS2)c1,-5.4%,-0.2%,-0.6%,-1.5%,3.6%,3.4%,0.2%,0.7%,0.4%,/,0.4
CN1C[C@@H]2C[C@@H](c3cccn3-c3ccccn3)N3CCC[C@@]23C1=O,1.0%,-0.1%,0.5%,-0.9%,5.6%,2.6%,-1.1%,1.8%,-6.4%,1.4%,-8.8
Cc1cc(O)c2c(c1)C(=O)c1cc(O)cc(O)c1C2=O,0.1%,/,2.59µM*,/,/,-6.4%,-0.2%,/,/,-7.6%,-12.4
CC(C)C12CN3CC(C(C)C)(CN(C1)C3c1cccnc1)C2=O (stereo unspecified),-2.6%,-0.8%,-2.0%,-5.5%,-0.8%,5.3%,7.7%,0.4%,-5.3%,2.6%,0.9
C=CCn1c(O)c(C(C)=NCc2cc(OC)cc(OC)c2)c(=O)[nH]c1=O,-1.6%,-0.2%,6.8%,?,-1.9%,-10.2%,-9.1%,-0.3%,0.6%,0.1%,-18.0
O=C1N=c2ccccc2=C/C1=C\c1c(O)[nH]c(=S)[nH]c1=O,1.6%,-0.1%,-1.1%,-1.9%,2.6%,-10.5%,-1.9%,-0.1%,-1.1%,-2.9%[46.1 µM],-6.5
O=C(Nc1cccc(C(F)(F)F)c1)c1cccn(Cc2ccc3c(c2)OC(F)(F)O3)c1=O,-1.8%,-1.4%,-1.9%,-11.9%,0.4%,12.4%,3.4%,-2.8%,19.7%,-1.7%,-13.7
O=c1cccc2n1CC1CC2CN(c2nc(N3CCCCC3)nc(N3CCCCC3)n2)C1 (stereo unspecified),-1.7%,0.0%,-1.6%,-14.2%,3.1%,0.0%,2.6%,-6.1%,6.5%,-3.2%,30.7
COC(=O)C1=C(c2ccc(OC)c(OC)c2)C[C@@H]2CC[C@H]1N2C(=O)NCCCOC(C)C,-3.5%,-0.1%,-6.5%,8.7%,-0.4%,4.6%,-2.0%,-0.2%,1.2%,-0.6%,-2.2
CC(C)Cc1nnc(NC(=O)CCC(=O)N2CCN(CCOC(c3ccccc3)c3ccccc3)CC2)s1,-2.1%,-0.8%,-1.0%,-28.7%,1.9%,4.6%,-6.6%,3.4%,-2.6%,-5.6%[46.1 µM],-0.1
NS(=O)(=O)c1ccc(-c2ccc(C=C3C(=O)NC(=O)NC3=O)o2)cc1,-4.3%,-1.1%,-0.5%,18.7%,-7.1%,-1.5%,0.7%,-20.0%,-2.1%,-1.9%,-10.8
CCCC(C)C1C(C#N)=C(N)Oc2c1c(=O)oc1ccccc21 (stereo unspecified),1.7%,0.1%,26.8%,0.8%,2.2%,-24.1%,-6.8%,3.6%,-10.6%,6.7%,-25.0
